# PLCb3 inh: blocks human PLC-beta3 enzyme activity. Q01970. Purified PLC-beta3, fluorogenic substrate, fluorescence. inhibition, % at 12.2 µM. 0.18% of 370,000 active. AID 720704; in the data active = inhibition above about 11%;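 also: 0% = median of compound wells on plate and 100% = full blocker control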
# HGIII-sPLA2 inh: Inhibits HGIII-sPLA2 liposome hydrolysis, primary screen; QFRET BODIPY PC-A2 liposome hydrolysis, fluorescence; Q9NZ20; inhibition, % at 12.2 µM; 0.56% of 370,000 active; AID 743126;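 active = inhibition above mean plus 3 SD of compounds lying within the high and low control bounds, cut at about 19% in these data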;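 also: 0% = median of test compound wells and 100% = no enzyme DMSO wells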
# ADAM17 inh: inhibits human ADAM17; recombinant ADAM17, EDANS/DABCYL FRET peptide cleavage; 0.83% of 370,000 active; inhibition, % at 6.95 µM;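 active = inhibition above the mean of compounds lying between control limits plus 3 SD, set per campaign, cut at about 8.5% in these data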;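 also: 0% = DMSO-only wells as the low control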
# hgDAF12 agonist: agonists of H. glycines DAF-12 nuclear receptor. HEK293 GAL4-hgDAF12 UAS-luciferase reporter, agonist luminescence; normalized to butyrate control. 1.8% of 370,000 active. activation, % at 6.8 µM;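 active = activation above a cutoff set at the mean of all screened compounds plus 3 SD, cut at about 10% in these data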;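 also: 0% = DMSO wells and 100% = sodium butyrate wells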
# ssDAF12 agonist: activates DAF-12 receptor from parasite S. stercoralis; HEK293 ssDAF-12/GRIP1 lit1-tk-luc reporter, luminescence; % of 3 µM dafachronic acid response; 1% of 370,000 active; AID 652126; activation, % at 6.8 µM;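 active = activation above the mean over all tested compounds plus 3 SD, cut at about 0.9% in these data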;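 also: 0% = DMSO-only wells and 100% = 3 µM delta7-dafachronic acid wells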
# hcDAF12 agonist: activates DAF-12 receptor from parasite H. contortus; AID 652067; activation, % at 6.8 µM; 1.4% of 370,000 active; HEK293 hcDAF-12 lit1-tk-luc reporter, luminescence; 0% DMSO, 100% Δ7-dafachronic acid;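 active = activation above the mean of all tested compounds plus 3 SD, cut at about 5.5% in these data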;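 also: 100% = response to 3 µM Δ7-dafachronic acid high control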
# DAX1 inh-1: inhibitors of human orphan nuclear receptor DAX1 (NR0B1); P51843; HEK293 Gal4-DAX1 luciferase reporter, luminescence; inhibition, % at 6.75 µM; 0.99% of 340,000 active; AID 504766;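 active = inhibition above the mean over all tested compounds plus 3 SD, cut at about 4.2% in these data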;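 also: 0% = DAX1-transfected cells with DMSO and 100% = empty-vector control cells with DMSO; inhibition shows as a rise in luminescence from relieved DAX1 repression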
# Target sequence (P51843 207-470 limits assumed): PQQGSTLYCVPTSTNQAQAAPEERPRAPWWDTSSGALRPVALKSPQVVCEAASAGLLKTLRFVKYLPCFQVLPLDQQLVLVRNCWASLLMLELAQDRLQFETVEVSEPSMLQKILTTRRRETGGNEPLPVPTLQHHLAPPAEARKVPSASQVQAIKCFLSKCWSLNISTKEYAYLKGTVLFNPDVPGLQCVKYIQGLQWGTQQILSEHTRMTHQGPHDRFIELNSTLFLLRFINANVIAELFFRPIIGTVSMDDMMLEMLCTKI
# DAX1 inh-2: blocks DAX1 repression of SF-1 activated StAR promoter. HEK293T StAR-luciferase reporter, SF-1/DAX-1 repression relief. inhibition, % at 6.8 µM. 1.1% of 370,000 active. AID 652010;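 active = inhibition above the mean over all tested compounds plus 3 SD, cut at about 3.6% in these data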;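 also: 0% = DAX-1 cells with DMSO and 100% = cells lacking DAX-1 with DMSO; higher inhibition means more luminescence from relief of DAX-1 repression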
# GAA850 FXN act: frataxin GAA850 promoter activation; HEK293 lucGAA850 FXN promoter luciferase reporter, 24 h; percent of 10 µM SAHA response; activation, % at 6 µM; 0.56% of 360,000 active;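 active = activation above the average of all compounds screened plus 3 SD, cutoff fixed separately per campaign, cut at about 7.5% in these data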;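 also: 0% = DMSO wells and 100% = 10 µM SAHA wells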
# ADAM10 inh: ADAM10 inhibition, QFRET primary screen. inhibition, % at 7 µM. recombinant ADAM10, EDANS/DABCYL FRET peptide cleavage, 3 h. 0.62% of 370,000 active. AID 720582;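 active = inhibition above a per-campaign cutoff equal to the mean of compounds falling between control-based bounds plus 3 SD, cut at about 20% in these data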;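 also: 0% = DMSO wells while the 100% control is not disclosed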
# Target sequence (O14672 214-748 limits assumed): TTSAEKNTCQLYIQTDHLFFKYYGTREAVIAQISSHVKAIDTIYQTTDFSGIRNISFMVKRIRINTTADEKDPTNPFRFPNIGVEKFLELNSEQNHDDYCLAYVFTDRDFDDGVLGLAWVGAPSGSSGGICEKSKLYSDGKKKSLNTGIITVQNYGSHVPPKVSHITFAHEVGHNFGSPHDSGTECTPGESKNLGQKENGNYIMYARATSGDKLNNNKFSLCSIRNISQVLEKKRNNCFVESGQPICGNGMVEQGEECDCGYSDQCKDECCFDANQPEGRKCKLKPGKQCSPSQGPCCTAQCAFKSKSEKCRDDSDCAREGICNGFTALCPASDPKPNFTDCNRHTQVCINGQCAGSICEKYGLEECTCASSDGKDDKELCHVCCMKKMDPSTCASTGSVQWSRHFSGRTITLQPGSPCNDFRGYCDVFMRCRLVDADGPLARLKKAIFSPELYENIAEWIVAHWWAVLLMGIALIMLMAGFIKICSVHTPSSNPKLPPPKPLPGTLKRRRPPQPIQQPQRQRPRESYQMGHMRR
# PLCg1 inh: inhibitors of human phospholipase C gamma1. AID 720700. purified PLC-gamma1, fluorogenic substrate, fluorescence. inhibition, % at 12.2 µM. P19174. 0.84% of 370,000 active; in the data active = inhibition above about 9.5%
# The depositor's hits bear a star; / = no result given.
SMILES,PLCb3 inh,HGIII-sPLA2 inh,ADAM17 inh,hgDAF12 agonist,ssDAF12 agonist,hcDAF12 agonist,DAX1 inh-1,DAX1 inh-2,GAA850 FXN act,ADAM10 inh,PLCg1 inh
Cc1nnnn1/C(=C\c1ccccc1)C(=O)OCC(=O)N1CC2(C)CC1CC(C)(C)C2 (centres undefined),1,0,2,0.1,-2.0,-3.1,-3.5,-2.0,-3.9,1,1
CCOC(=O)CN1C(=O)NC2(CCCc3ccccc32)C1=O (centres undefined),3,1,-1,0.5,-1.5,-0.5,-1.4,0.2,0.5,2,-4
COCCNC(=O)Cn1nc(C(F)(F)F)c(Br)c1C,3,10,-1,-3.3,-1.7,0.5,2.3,0.0,0.2,1,0
COc1cc(NC(=O)Cc2c(C(=O)O)[nH]c3ccccc23)cc(OC)c1OC,5,-15,1,6.2,-1.0,4.5,-0.6,-0.3,-2.3,7,4
O=C(CSc1ccccc1)N1CCN(c2ccccc2)CC1,-1,-6,0,5.0,-1.2,0.6,-0.2,-0.1,4.1,1,-2
Cc1ccc(-n2nc3c(N4CCC(C(=O)NCCc5ccco5)CC4)nnc(C)c3c2C)cc1,-208,-5,-48,0.3,-0.6,-1.0,-0.4,-1.3,1.8,-155,-145
O=C(CSc1nnnn1C1CCCCC1)Nc1nc2c(s1)CCCC2,-2,-22,1,-2.0,-1.2,-1.3,1.1,-0.1,1.8,3,4
CC(=O)CC1c2cc(F)ccc2C=C(c2ccsc2)N1c1ccc(C#CC2(O)CCCCC2)cc1 (centres undefined),-156,-7,-35,-10,-1.9,-2.4,/,1.5,/,-105,-90
O=C(O)C(C(O)c1ccccc1)[n+]1ccccc1 (centres undefined),-5,9,-2,0.1,-0.9,-1.0,1.2,0.5,0.9,-12,-4
CCOC(=O)CSc1cn2c(n1)CCC2,3,2,-3,1.5,-0.6,-1.7,0.2,0.9,-1.6,5,1
OC[C@@H]1CN(Cc2ccc(Cl)cc2)C[C@H](n2cnc3c(NC4CCCC4)ncnc32)O1,3,-13,-1,-1.6,-0.9,-2.1,/,-3.0,-0.1,3,1
CCC(C)(C)NC(=O)C(c1ccc(C)cc1)N(CC1CCCO1)C(=O)CCC(=O)Nc1ccccn1 (centres undefined),-4,-3,-1,-2.4,-1.1,-1.8,-0.4,-0.6,-1.9,-1,4
COc1ccc(S(=O)(=O)NCc2ccncc2)cc1OC,1,5,-3,-4.3,-2.2,-2.4,-2.3,-2.3,-0.1,1,1
Cc1ccc(C)c(S(=O)(=O)NCC(=O)NCc2ccco2)c1,3,-4,-3,0.8,-1.4,-0.6,2.6,0.2,-0.8,-6,2
CC(=O)N1CSCC1C(=O)NNS(=O)(=O)c1cccc(C(F)(F)F)c1 (centres undefined),2,0,0,0.7,-1.3,-0.8,6.3*,0.2,-0.2,6,3
COc1ccccc1N1CCN(CCC(=O)Nc2cccc(Cl)c2)CC1,-4,-8,-4,-2.9,-0.7,-2.3,2.4,-0.4,1.1,6,0
O=C1CC(N2CCCN(Cc3ccccc3)CC2)=NC(=O)N1c1ccc(Br)cc1,-5,1,-11,0.4,-1.8,-0.8,/,0.4,/,-28,-5
O=C(c1cc(-c2cccs2)on1)N1CCCCC1,2,3,-2,11*,0.4,2.5,1.1,4.8*,1.4,-2,3
COCCNc1nnc(SCC(=O)c2cc(C)n(C3CC3)c2C)s1,1,2,-4,0.4,-1.8,1.1,1.2,-0.2,1.2,-9,0
COc1ccccc1CN1CC(C(=O)N(C)Cc2ccncc2C)CCC1=O (centres undefined),-2,2,1,0.6,0.5,-0.3,0.0,-1.0,0.8,-2,-1
OC[C@@H]1CN(Cc2ccc(-c3ccccc3)cc2)C[C@H](n2cnc3c(Nc4ccccc4)ncnc32)O1,-4,-27,8,-4.0,-1.9,-2.2,/,-4.5,-3.8,18,-4
O=C(c1cc2c(s1)-c1ccccc1S(=O)(=O)C2)N1CCN(Cc2ccccc2)CC1,-58,-33,0,-2.7,-2.2,-2.8,-2.1,-3.0,-2.7,-14,-42
O=C(CCc1nnc(CCCCc2ccccc2)o1)N1CCN(CCO)CC1,-7,1,-2,-6.0,-1.1,-2.3,-0.5,-0.2,2.8,3,-2
O=C(Cc1ccsc1)NCC(=O)Nc1ccccc1Br,-5,-4,0,1.4,-0.8,-1.6,1.1,0.5,1.9,1,1
CCCCCn1c(CNC(=O)CCC)nc2ccccc21,-1,-1,-3,-3.1,-0.4,0.1,0.1,0.0,-0.1,-18,-1
COc1ccc(C(C)NC(=O)c2ccccc2Cl)cc1OC (centres undefined),0,12,-4,0.3,-1.1,-2.1,0.6,0.6,-1.3,-2,-2
O=S(=O)(Nc1ccc(O)cc1)c1cccc2cccnc12,1,0,-5,1.4,-1.1,-1.3,0.9,-0.7,-0.9,-12,0
O=C(c1cccs1)N1CCc2ccccc2C1,1,0,-1,3.1,-0.7,0.6,0.2,0.6,1.7,-2,-3
CCn1c(SCC(=O)c2c(N)n(C3CC3)c(=O)[nH]c2=O)nnc1-c1ccccc1OC,-6,11,-8,-1.5,-0.7,2.7,-0.4,-0.9,2.5,-5,1
O=C(CNc1n[nH]c(=O)[nH]c1=O)N/N=C/C=C/c1ccccc1,-8,3,-4,-2.1,-1.0,-1.2,2.5,0.2,2.6,-2,1
COc1cccc(CNC(=O)CN2C(=O)NC(Cc3ccccc3)(c3ccccc3)C2=O)c1 (centres undefined),-6,-5,1,-0.1,-1.3,-1.8,0.7,-1.0,-2.7,-8,1
Cc1ccc(SC(C)c2nc(-c3ccccc3)no2)cc1 (centres undefined),2,3,-2,2.3,-1.0,0.1,-0.8,-0.1,3.2,-5,-1
Cc1ccc(N(C)S(=O)(=O)c2cccc(C(=O)Nc3ccc(N4CCOCC4)cc3)c2)cc1,-9,5,4,-2.4,-1.9,-2.9,-0.8,-3.8,0.8,13,-1
CCCCSc1ncnc2[nH]ncc12,-2,-24,-4,0.4,-1.6,0.5,-0.1,0.3,0.9,0,1
Cc1nc(NC(=O)CSc2nnc(C)n2CC2CCCO2)sc1C (centres undefined),4,0,-1,0.2,-1.3,-0.3,2.0,-0.3,-4.1,-2,1
CCOC(=O)c1[nH]cc(-c2ccccc2)c1N1CCOCC1,2,6,-2,-2.8,-1.1,-1.7,-0.7,0.4,0.8,4,0
CCOC(=O)CNS(=O)(=O)c1cc(-c2n[nH]c(=O)c3ccccc23)ccc1C,3,3,-1,1.1,-0.9,0.0,0.6,0.5,-0.1,-1,3
C[C@@H]1CN([C@@H](C)CO)C(=O)CCCn2cc(nn2)CO[C@H]1CN(C)S(=O)(=O)c1ccc(Cl)cc1,-14,8,-6,-0.1,-0.7,0.2,1.0,0.8,-0.3,-11,1
CCOCc1nnc(NC(=O)c2cc(C(=O)OC)cc([N+](=O)[O-])c2)s1,3,5,0,2.6,0.4,1.1,-0.5,0.0,0.3,-3,2
CCCCc1nc(NCc2ccccc2)c(C#N)c2c1CCCC2,4,7,-6,0.9,-1.5,1.8,0.4,0.5,0.3,-7,-1
CCC12CN(C(=O)c3ccc(C)cc3)CC(CC)(CN(C(=O)c3ccc(C)cc3)C1)C2=O,5,6,-1,-0.9,-1.1,-0.3,-0.1,-0.7,-3.3,3,7
Cc1cc(Cl)c(C)c(S(=O)(=O)N2CCN(C(=O)C3CCCO3)CC2)c1Cl (centres undefined),-6,12,-6,0.4,-1.2,-1.6,-0.3,-0.7,3.8,-14,4
CC(C)CCN1CCNC(=O)C1CC(=O)NCCCN1CCOCC1 (centres undefined),-11,-1,-4,1.5,-0.7,0.3,0.5,1.4,1.8,-10,-4
CCC(CC)c1nnc(NC(=O)C2=COCCO2)s1,-3,-4,-3,6.1,-1.0,4.0,1.8,1.1,3.8,-4,1
CCCOc1ccc(NC(=O)CC2C(=O)N(Cc3ccccc3)C(=S)N2Cc2cccs2)cc1 (centres undefined),-1,-20,13*,1.0,-1.0,-0.1,1.2,-0.1,0.3,26*,-2
CC(=O)Nc1ccc(C(=O)N/C(=C/c2ccccc2)C(=O)Nc2cccc(C(=O)O)c2)cc1,-10,3,0,-0.6,-0.8,0.6,0.7,0.5,3.1,-5,-6
C[C@H](NC(=O)c1ccccc1Cl)C(=O)NCc1cccs1,-7,-1,-2,-0.6,-1.0,0.6,2.8,-0.4,0.5,-2,2
Cc1ccc(C(=O)CSc2ccc(-c3ccncc3)nn2)cc1,-12,-22,-7,2.6,-1.4,-2.1,0.2,-1.2,1.1,-1,-2
O=C(NCc1ccco1)C(=O)c1cn(CC(=O)N2CCCCCC2)c2ccccc12,-1,-3,-7,-0.2,-1.4,0.6,0.0,-0.8,0.2,-13,-1
Cc1cccc(NC(=S)Nc2c(C)n(C)n(-c3ccccc3)c2=O)c1C,7,3,1,-0.2,-0.9,3.5,-0.7,-0.4,-1.1,10,1
Nc1nnn(Cc2ccccc2)n1,3,3,-1,1.0,-1.4,-0.8,-0.5,0.2,-0.3,-5,2
O=C(/C=C/c1cccc(F)c1)N(c1ccccn1)C1CCCCC1,5,13,-5,0.9,-1.4,-1.4,-0.9,0.6,0.9,-5,0
Cc1ccc(-c2nc(C)c(C(=O)O)s2)cc1,1,0,-1,11*,-0.1,2.8,-0.6,3.1,2.5,5,0
O=C(NCc1ccco1)c1ccc2ccccc2n1,-2,5,1,-1.6,-1.1,0.3,0.2,-0.9,1.8,4,4
O=C(c1cccnc1)N1CCN(CCCc2ccccc2)CC1,3,4,-4,-2.4,-1.3,-1.6,-0.6,0.2,-0.1,-6,1
O=C(c1cc2ccccc2o1)N1CCN(c2cccc(Cl)c2)CC1,-2,-2,0,-0.8,-0.5,-2.1,-0.1,0.6,0.6,2,-1
Cc1ccc(C)c(N(C(=O)CNC(=O)c2ccco2)C(C(=O)NC2CCCCC2)c2cccnc2)c1 (centres undefined),-8,-1,1,-1.8,-0.7,-1.5,0.2,0.1,0.9,-8,-1
COc1cccc(NC(=O)C(C#N)Cc2ccncc2)c1 (centres undefined),-1,-1,-5,2.8,-1.5,-1.1,0.1,-0.8,-1.6,-5,-2
CCNC(=O)c1sc(=S)n(-c2ccc(C)cc2)c1N,4,3,-4,-0.4,-1.5,-1.7,2.5,-0.5,1.6,0,6
CCOc1ccc(NC(=O)N2CCC(NC(=O)c3ccco3)CC2)cc1,2,7,1,-0.1,-1.0,-1.1,0.1,-0.1,-0.9,4,3
O=C(Nc1nc(-c2ccccn2)cs1)c1cccc(S(=O)(=O)N2CCOCC2)c1,-40,-2,3,-8.7,-1.1,-0.9,-0.1,-5.0,-3.2,-11,-27

# One compound at a time, as listed above. Screens in order: PLCb3 inh, HGIII-sPLA2 inh, ADAM17 inh, hgDAF12 agonist, ssDAF12 agonist, hcDAF12 agonist, DAX1 inh-1, DAX1 inh-2, GAA850 FXN act, ADAM10 inh, PLCg1 inh
# CCNC(=O)c1sc(=S)n(-c2ccc(C)cc2)c1N across the screens: 4, 3, -4, -0.4, -1.5, -1.7, 2.5, -0.5, 1.6, 0, 6
# Cc1ccc(C(=O)CSc2ccc(-c3ccncc3)nn2)cc1 across the screens: -12, -22, -7, 2.6, -1.4, -2.1, 0.2, -1.2, 1.1, -1, -2

# Source: PubChem BioAssay (The Scripps Research Institute Molecular Screening Center)
